# CHRM4 antagonist = antagonists of human muscarinic M4 receptor (CHRM4); CHO-hM4 cells, ACh EC80, Fluo-8 calcium fluorescence; 360,000 tested, 0.73% active; P08173; inhibition, % at 3 µM;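 active = inhibition above its plate's cutoff, the mean inhibition of sample wells plus 3 SD, cut at about 27% in these data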;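 also: 0% = acetylcholine EC80 with DMSO and 100% = DMSO without agonist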
# Target sequence (P08173 whole entry, looked up): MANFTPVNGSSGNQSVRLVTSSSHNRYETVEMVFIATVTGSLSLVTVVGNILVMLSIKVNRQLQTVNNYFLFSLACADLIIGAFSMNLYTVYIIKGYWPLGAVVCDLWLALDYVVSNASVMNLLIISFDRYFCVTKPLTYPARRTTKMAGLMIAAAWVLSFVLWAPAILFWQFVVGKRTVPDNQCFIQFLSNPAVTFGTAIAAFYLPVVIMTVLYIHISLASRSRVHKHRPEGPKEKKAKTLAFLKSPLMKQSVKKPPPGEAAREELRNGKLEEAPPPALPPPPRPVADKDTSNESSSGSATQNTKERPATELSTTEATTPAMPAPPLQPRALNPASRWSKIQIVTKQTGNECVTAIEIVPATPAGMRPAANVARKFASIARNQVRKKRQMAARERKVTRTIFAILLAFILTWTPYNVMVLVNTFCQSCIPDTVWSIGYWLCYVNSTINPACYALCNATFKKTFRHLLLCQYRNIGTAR
# CHRM1 PAM = human CHRM1 positive allosteric modulation; CHO-K1 hM1, Fluo-8 calcium fluorescence, ACh EC20; 0% = ACh EC20, 100% = maximal ACh; activation, % at 3 µM; 360,000 tested, 0.088% active; AID 588819; in the data active = activation above about 19%, passing the limit was not always enough
# Target sequence (P11229 whole entry, looked up): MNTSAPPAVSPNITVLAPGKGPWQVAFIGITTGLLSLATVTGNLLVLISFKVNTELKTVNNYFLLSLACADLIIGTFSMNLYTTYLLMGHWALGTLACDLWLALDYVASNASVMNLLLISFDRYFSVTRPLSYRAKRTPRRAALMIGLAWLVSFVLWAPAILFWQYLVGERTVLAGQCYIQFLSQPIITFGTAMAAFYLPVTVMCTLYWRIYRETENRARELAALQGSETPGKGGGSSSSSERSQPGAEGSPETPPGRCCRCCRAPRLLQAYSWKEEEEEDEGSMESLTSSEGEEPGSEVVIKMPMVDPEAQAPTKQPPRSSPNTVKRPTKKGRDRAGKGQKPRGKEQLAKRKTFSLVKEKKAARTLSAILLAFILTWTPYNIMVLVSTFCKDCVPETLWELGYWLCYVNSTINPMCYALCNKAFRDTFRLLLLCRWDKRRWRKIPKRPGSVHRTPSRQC
# M1 antag = antagonists of human M1 muscarinic receptor. inhibition, % at 3 µM. CHO-K1 hM1, Fluo-8 calcium fluorescence, ACh EC80 antagonist. 360,000 tested, 1.3% active. P11229;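 active = percent inhibition above its own plate's cutoff, namely the mean of that plate's compound wells plus 3 SD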;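 also: peak over basal fluorescence ratio during 140 s after agonist addition; 0% = ACh EC80 plus DMSO and 100% = DMSO alone without agonist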
# TAAR1 agonist = human TAAR1 agonism. activation, % at 3 µM. AID 624467. CHO RD-HGA16 TAAR1, Fluo-8 calcium fluorescence; vehicle wells 0%, saturating PEA agonist 100%. 360,000 tested, 0.99% active. Q96RJ0;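 active = activation above the mean activation of all test compounds in the run plus 3 SD, cut at about 38% in these data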
#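 System: CHO-derived RD-HGA16 cells with stable Gα16 and human TAAR1. Times: 17-24 h plating, Fluo-8 75 min 37 °C, 30 min RT. Measured by: calcium-sensitive Fluo-8 signal, excitation 470-495, emission 515-575 nm. Read-out basis: % activation relative to PEA EC100 response. Control set: DMSO and PEA EC100. Repeats: no replicates (n 1).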
# CHRM5 antagonist = CHRM5 antagonism in calcium assay; inhibition, % at 3 µM; P08912; 360,000 tested, 0.59% active; CHO-hM5 cells, Fluo-8 calcium fluorescence, ACh EC80;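 active = inhibition above a per-plate cutoff, the mean of that plate's test compounds plus 3 SD, cut at about 27% in these data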;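 also: 0% = acetylcholine EC80 with DMSO and 100% = DMSO without agonist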
# M5 PAM = positive allosteric modulators of human muscarinic M5 receptor. P08912. CHO-K1 hM5, Fluo-8 calcium, ACh EC20 PAM; 0% = ACh EC20, 100% = ACh EC100. activation, % at 3 µM. 360,000 tested, 0.3% active;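 active = activation above the run cutoff, the mean activation of all test compounds plus 3 SD, cut at about 18% in these data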
#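 System – CHO-K1 hM5 cells · Compound – 3 µM, single dose · Incubation – compound preincubation 140 s before EC20 acetylcholine addition · Technique – Fluo-8 calcium fluorescence · Measure – Max/basal fluorescence ratio as % of EC20–EC100 ACh window · Benchmarks – low control EC20 acetylcholine (0%), high control EC100 acetylcholine (100%) · Replication – singlicate, one well per test compound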
# M1 ag = activates human CHRM1 receptor; CHO-K1 hM1, Fluo-8 calcium fluorescence, agonist mode; 0% DMSO, 100% acetylcholine EC100; activation, % at 3 µM; 360,000 tested, 0.33% active; AID 588814;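 active = activation above the run's mean compound activation plus 3 SD, cut at about 16% in these data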;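 also: peak over basal fluorescence ratio within a 140 s kinetic read after compound addition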
# M5 ag = CHRM5 agonism in calcium assay. CHO-K1 hM5 cells, Fluo-8 calcium fluorescence; 0% DMSO wells, 100% maximal acetylcholine response. activation, % at 3 µM. 360,000 tested, 0.19% active. AID 624037;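 active = activation above the run's mean over test compounds plus 3 SD, cut at about 23% in these data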;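 also: signal is peak over basal fluorescence ratio across the kinetic read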
# CHRM4 agonist = agonists of human muscarinic M4 receptor (CHRM4). P08173. CHO-K1 hM4/Gqi5, Fluo-8 calcium fluorescence; vehicle 0%, full acetylcholine response 100%. AID 624127. 360,000 tested, 0.14% active. activation, % at 3 µM;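 active = activation above the run mean over all test wells plus 3 SD, cut at about 32% in these data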;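 also: peak over basal fluorescence ratio per well then scaled between controls; 0% = DMSO wells and 100% = acetylcholine at EC100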
# * marks the source's active call; other numbers are inactive results; x = no result given. This is a subset; count on the stated rates, not on these rows.
SMILES,CHRM4 antagonist,CHRM1 PAM,M1 antag,TAAR1 agonist,CHRM5 antagonist,M5 PAM,M1 ag,M5 ag,CHRM4 agonist
CC(C)c1ccc(NC(=O)C2Cc3c(-c4ccccc4Oc4ccccc4)ccnc3O2)cc1 (stereo unspecified),-15,-4,3,0,-4,-3,-3,-1,0
O=C(O)CSc1nnc(CNc2ccc(Cl)cc2)n1Cc1ccccc1,5,6,-6,4,0,5,-4,-3,0
CC12CCC(=O)N1C(C(=O)Nc1cc(C(F)(F)F)ccc1N1CCCCC1)CS2 (stereo unspecified),1,7,-16,-2,10,-6,-5,-3,-3
COC(=O)c1ccccc1NC(=O)CNC(=O)c1ccco1,-3,7,-13,4,-6,3,-4,-4,1
C[C@@H]1CN([C@H](C)CO)C(=O)CCCn2cc(nn2)CO[C@H]1CN(C)C(=O)Nc1cccc(Oc2ccccn2)c1,-16,11,-14,4,-11,5,-11,-2,0
O=C(Nc1cc(C(F)(F)F)ccc1N1CCOCC1)c1ccc(Br)o1,5,1,-5,8,9,-9,-3,2,1
Cc1ccc2c3c(c(SCC(=O)Nc4nonc4C)nc2c1)CCCC3,13,5,-7,10,2,0,-6,3,1
CCOc1ccccc1NC1=C(Cl)C(=O)N(Cc2ccccc2)C1=O,-9,-1,-1,5,-8,-8,-6,-5,0
COC(=O)C1CCN(S(C)(=O)=O)CC1,-9,3,-3,-2,-3,-6,-4,0,1
Cn1cccc1/C=C1\SC(=S)N(NC(=O)c2cccc(Cl)c2)C1=O,-2,2,2,1,7,-6,-6,-2,1
COc1cccc(CN2CC(C(=O)NCc3ncc(C)[nH]3)CCC2=O)c1 (stereo unspecified),-4,8,-8,3,10,-3,-6,-3,0
COc1ccc(C2c3c(ccc4ccccc34)Oc3ncn4nc(Cc5ccccc5)nc4c32)cc1OC (stereo unspecified),0,7,-12,0,1,9,-1,-4,0
CCCNC(=O)Nc1cccc(NC(C)=O)c1,9,5,-7,0,4,-11,-3,0,0
O=C(NCc1cccc(C(F)(F)F)c1)C1CC(c2cccc(F)c2)=NO1 (stereo unspecified),3,-11,10,5,17,-10,-5,0,1
CCOc1ccc(Nc2nnc(Cc3ccc(OC)cc3)c(=O)[nH]2)cc1,3,4,3,5,-7,0,-11,-4,0
Cc1ccc(C(=O)OCC(=O)N2C(C)CCCC2C)cc1S(=O)(=O)N1CCCCC1 (stereo unspecified),-5,-5,1,2,7,-3,-1,3,1
CCCN(CC1CC1)C(=O)COC(=O)c1ccc2c(c1)C(=O)N(c1ccc(OCC)cc1)C2=O,0,-4,11,33,12,-11,-2,6,9
O=C(NCCOc1ccc(Cl)cc1)C1CC(=O)N(c2ccc(F)cc2)C1 (stereo unspecified),2,0,-6,6,5,-8,1,3,8
CC12CCC(C(=O)N(CC(=O)O)C1=O)C2(C)C (stereo unspecified),2,12,-8,12,-7,-1,-3,-3,1
O=C(/C=C/c1ccccc1Cl)N(c1ccccn1)C1CCCCC1,-9,5,-8,4,-13,4,-4,-4,1
O=C(O/N=C1\CCS(=O)(=O)c2sccc21)c1ccccc1,-7,2,-5,14,-5,-4,0,5,8
COc1ccc(C)cc1NC(=O)C(NC(=O)c1cc(OC)c(OC)c(OC)c1)C(C)C (stereo unspecified),-13,11,-11,1,-7,7,-8,-4,1
COc1ccc2nccc(/C=C/c3ccnc4ccc(OC)cc34)c2c1,12,-6,-13,3,-6,8,-8,-4,3
COc1ccc(NC(=O)CCc2nc3ccccc3s2)c(OC)c1,4,2,-3,2,5,11,-2,-1,1
Brc1ccc(-c2ncc3ccccn23)cc1,7,6,10,-4,-3,-4,-1,2,1
O=C(COc1ccc2ccccc2c1)Nc1cccnc1Cl,1,5,-7,0,9,-3,1,4,8
NC(=O)C1CCN(C(=O)c2ccc3c(=O)n(Cc4cccc(Br)c4)c(=S)[nH]c3c2)CC1,-1,-4,5,1,4,2,-5,2,2
CC(=O)c1cccc(NC(=O)CN(C)S(=O)(=O)c2ccc3c(c2)CC(C)N3C(C)=O)c1 (stereo unspecified),-5,-1,-5,3,-15,0,2,7,8
COCCCN1C(=O)C(O)=C(C(C)=O)C1c1cccc(F)c1 (stereo unspecified),-9,11,-19,2,-3,-1,-2,-1,1
Cc1cc(NC(=O)c2ccc(NC(=O)c3cccs3)cc2)no1,3,1,2,10,2,-4,-3,6,6
COc1cc(C2C3=C(CCCC3=O)Nc3[nH]n(-c4ccccc4)c(=O)c32)cc(OC)c1OC (stereo unspecified),-12,11,-2,4,-11,-2,-9,-1,3
Cc1nc2ccc(C(=O)OCc3nnc(-c4ccc(Br)cc4)o3)cc2nc1C,0,5,-1,0,2,-5,-1,-2,2
CCS(=O)(=O)c1nc(S(=O)(=O)c2ccc(C)cc2)c(N2CC(C)CC(C)C2)s1 (stereo unspecified),6,7,-11,0,13,-6,-4,-7,1
COc1ccc(CN(C)C(=O)c2cc(-c3ccc(C)cc3C)nc3ccccc23)c(OC)c1OC,14,-12,27*,5,23,-12,-2,0,16
O=C(NCc1cccnc1)c1cccc(OC2CCN(Cc3ccc(CO)o3)CC2)c1,-10,7,0,0,2,-4,-5,-6,1
CCC(C)(C)NC(=O)C(c1cccn1C)N(C(=O)Cn1nnc2ccccc21)c1ccc(F)cc1 (stereo unspecified),9,3,-2,6,1,-3,-2,1,1
COCc1cc(C(C)=O)ccc1OCC(=O)Nc1ccc(NC(C)=O)cc1,-2,0,2,1,9,-2,-3,3,2
Cc1csc2ncc(C(=O)Nc3ccccc3Cl)c(=O)n12,-9,8,-21,0,0,-1,0,2,1
COc1ccc(CNC(=O)[C@H](Cc2c[nH]c3ccccc23)NC(C)=O)cc1OC,-9,14,-14,4,9,-2,-4,-3,2
CCSc1nnc(NC(=O)c2cc(C)nc3ccccc23)s1,6,0,-12,3,14,-8,-2,1,0

# Sorted by count of non-hydrogen atoms (rising): 12 of the compounds above.
SMILES,CHRM4 antagonist,CHRM1 PAM,M1 antag,TAAR1 agonist,CHRM5 antagonist,M5 PAM,M1 ag,M5 ag,CHRM4 agonist
Brc1ccc(-c2ncc3ccccn23)cc1,7,6,10,-4,-3,-4,-1,2,1
O=C(O/N=C1\CCS(=O)(=O)c2sccc21)c1ccccc1,-7,2,-5,14,-5,-4,0,5,8
O=C(COc1ccc2ccccc2c1)Nc1cccnc1Cl,1,5,-7,0,9,-3,1,4,8
Cc1cc(NC(=O)c2ccc(NC(=O)c3cccs3)cc2)no1,3,1,2,10,2,-4,-3,6,6
COc1ccc(NC(=O)CCc2nc3ccccc3s2)c(OC)c1,4,2,-3,2,5,11,-2,-1,1
COc1ccc2nccc(/C=C/c3ccnc4ccc(OC)cc34)c2c1,12,-6,-13,3,-6,8,-8,-4,3
COCc1cc(C(C)=O)ccc1OCC(=O)Nc1ccc(NC(C)=O)cc1,-2,0,2,1,9,-2,-3,3,2
CCS(=O)(=O)c1nc(S(=O)(=O)c2ccc(C)cc2)c(N2CC(C)CC(C)C2)s1 (stereo unspecified),6,7,-11,0,13,-6,-4,-7,1
COc1ccc(CNC(=O)[C@H](Cc2c[nH]c3ccccc23)NC(C)=O)cc1OC,-9,14,-14,4,9,-2,-4,-3,2
COc1ccc(C)cc1NC(=O)C(NC(=O)c1cc(OC)c(OC)c(OC)c1)C(C)C (stereo unspecified),-13,11,-11,1,-7,7,-8,-4,1
COc1cc(C2C3=C(CCCC3=O)Nc3[nH]n(-c4ccccc4)c(=O)c32)cc(OC)c1OC (stereo unspecified),-12,11,-2,4,-11,-2,-9,-1,3
COc1ccc(CN(C)C(=O)c2cc(-c3ccc(C)cc3C)nc3ccccc23)c(OC)c1OC,14,-12,27*,5,23,-12,-2,0,16

# The list continues:
SMILES,CHRM4 antagonist,CHRM1 PAM,M1 antag,TAAR1 agonist,CHRM5 antagonist,M5 PAM,M1 ag,M5 ag,CHRM4 agonist
CCc1ccccc1NC(=O)CSc1nc2ccccc2n1CC(=O)N(C)C,-9,3,0,6,-12,8,-5,2,1
COCCn1c(CN(Cc2ccccc2)Cc2ccccc2)nc2c1c(=O)n(C)c(=O)n2C,-5,2,-6,x,-4,1,-6,-4,2
O=C(c1cccc(Br)c1)c1nc2ccccc2[nH]c1=O,-8,5,-32,0,5,-3,1,1,4
CC#CCN(Cc1ccco1)C(=O)C1CCC(=O)N(Cc2ccccc2F)C1 (stereo unspecified),6,-6,21,0,1,7,-6,-4,1
O=C(NC1CCCCCCC1)c1cccc(Cl)c1,8,2,-1,-2,2,-3,-7,-5,-2
COc1ccccc1N(CC(O)COc1c(C)cc(C)cc1C)S(=O)(=O)c1ccccc1 (stereo unspecified),0,1,0,0,10,-8,-8,-5,0
Cc1ccc(S(=O)(=O)NC2CCCC(C(=O)O)C2)cc1 (stereo unspecified),-7,4,-7,10,4,-1,-3,-8,1
Cc1ccnc(NC(=O)CSc2ccc3c(c2)OCCO3)c1,6,-2,2,3,6,-1,-6,-7,4
O=C(Cc1ccc(Cl)cc1)Nc1ccc(-c2nnc(-c3ccco3)o2)cc1,-1,5,1,7,1,-16,0,-5,9
O=CN1CCN(C(=S)Nc2ccc(OC(F)F)cc2)CC1,-5,0,-8,-1,6,-12,-2,-5,5
CCCCN(C(=O)C(C)Oc1ccc(Br)cc1)c1c(N)n(CC(C)C)c(=O)[nH]c1=O (stereo unspecified),-7,12,-9,-1,7,6,1,7,1
CCC(=O)c1ccc(OCC(=O)Nc2ccccc2C(=O)N2CCCCC2)cc1,5,-2,-2,6,4,-8,-2,2,11
Cc1nn(Cc2ccc(F)cc2)c(C)c1NC(=O)c1cnn2c1NC(c1ccccc1)CC2C(F)(F)F (stereo unspecified),14,-3,2,x,9,-7,-4,3,3
COC(=O)C(C)Oc1ccc(Cl)c(CN2OCC(C)(C)C2=O)c1 (stereo unspecified),-5,2,-12,3,8,4,-3,-1,1
O=[N+]([O-])c1ccc(O)c(/C=N/n2c(CO)nc3ccccc32)c1,-13,0,-16,1,-9,1,3,4,2
CCCCSc1nnc(-c2ccccc2NC(C)=O)c(=O)[nH]1,-1,7,-4,1,6,3,-3,-4,0

# Another view of two compounds above:
# Every second line gives: CHRM4 antagonist	CHRM1 PAM	M1 antag	TAAR1 agonist	CHRM5 antagonist	M5 PAM	M1 ag	M5 ag	CHRM4 agonist
> O=C(NC1CCCCCCC1)c1cccc(Cl)c1
 : 8	2	-1	-2	2	-3	-7	-5	-2
> COc1ccccc1N(CC(O)COc1c(C)cc(C)cc1C)S(=O)(=O)c1ccccc1 (stereo unspecified)
 : 0	1	0	0	10	-8	-8	-5	0

# Bioassay records as filed in PubChem.
